sEH act – activators of human soluble epoxide hydrolase. P34913. purified human sEH enzymatic activity, activator screen. activation, % at 2 µM. actives 0.04% (n = 91,000); in the data active means activation above about 37%; further: values of inactives mirror those of a sister screen read the other way
Candida biofilm – kills Candida albicans biofilms. C. albicans biofilm + clotrimazole, Alamar Blue. inhibition, % at 6 µM. actives 0.14% (n = 85,000). AID 834;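 active means inhibition above 20%; inactive means inhibition below 20%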;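 further: preformed 24 hr biofilms exposed to compound for 48 hr; 0% = biofilm without compound and 100% = blank killed by clotrimazole plus chlorhexidine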
ERb SRC1 inh – ER-beta (human) coactivator binding inhibition. Q92731. TR-FRET ER-beta LBD / SRC1-Cy5 peptide binding; receptor agonist-loaded with 1 µM estradiol. inhibition, % at 25.6 µM. actives 1.3% (n = 86,000);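 active means compounds whose percent inhibition of the receptor-coactivator binding signal exceeds about 50% in the single-dose screen, limit read from the data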;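 further: 0% = receptor plus peptide wells without compound and 100% = peptide-only wells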
Target sequence (Q92731 whole entry, looked up, the tested form may be a part): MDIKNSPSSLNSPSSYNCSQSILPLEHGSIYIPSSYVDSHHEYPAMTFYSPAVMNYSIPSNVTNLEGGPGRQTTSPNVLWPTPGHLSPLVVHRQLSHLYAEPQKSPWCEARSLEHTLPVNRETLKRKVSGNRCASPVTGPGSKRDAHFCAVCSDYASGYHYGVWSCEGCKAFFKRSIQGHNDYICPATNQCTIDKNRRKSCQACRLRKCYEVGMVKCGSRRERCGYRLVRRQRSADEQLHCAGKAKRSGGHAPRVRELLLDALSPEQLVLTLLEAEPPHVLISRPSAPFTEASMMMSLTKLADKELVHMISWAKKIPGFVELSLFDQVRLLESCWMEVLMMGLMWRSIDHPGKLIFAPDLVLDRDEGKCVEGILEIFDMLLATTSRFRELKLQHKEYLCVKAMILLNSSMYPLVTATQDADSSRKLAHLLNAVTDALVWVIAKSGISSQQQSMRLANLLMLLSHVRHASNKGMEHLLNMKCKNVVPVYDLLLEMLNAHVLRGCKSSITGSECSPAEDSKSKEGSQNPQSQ
sEH inh – inhibitors of human soluble epoxide hydrolase; P34913; inhibition, % at 2 µM; recombinant human sEH enzymatic activity assay; actives 0.34% (n = 91,000); in the data active means inhibition above about 80%; further: values of inactives mirror those of a sister screen read the other way; many of its hits are not listed in these tables
TNFa cytotox – toxic to HUVEC cells under TNF alpha stimulation; HUVEC TNFalpha-stimulated, Hoechst cell count, imaging; cell count reduction, % at 2 µM; actives 0.17% (n = 93,000);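 active means cell count reduction exceeding the screen mean by over 5 SD, scaled to untreated wells per plate, cut at about 78% in these data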;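 further: cells counted after 24 h of TNF alpha exposure following the 1 h pretreatment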
F-actin modifier – cytoskeleton assembly modification | inhibition, % at 2 µM | actives 0.18% (n = 91,000) | HUVEC TNFa F-actin phalloidin imaging, high content | AID 836;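 active means inhibition above the batch mean plus 3 SD and confirmed as a hit by visual image inspection, cut at about 30% in these data, passing the limit was not always enough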; further: strong numbers were not always called active
IL1B cytotox – HUVEC cytotoxicity counter-screen, IL-1B stimulated; actives 0.41% (n = 94,000); AID 845; cell count reduction, % at 2 µM; HUVEC cell count loss, Hoechst imaging;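 active means cell count reduction more than 3 SD above the screen-wide mean, cut at about 70% in these data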;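 further: normalized per plate to untreated control cells as the no-loss baseline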
Smad3 inh – inhibitors of human Smad3 transcription factor binding. P84022. TR-FRET Smad3/Dy647-FoxH1 peptide binding, europium anti-His. inhibition, % at 25 µM. actives 0.29% (n = 88,000);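 active means compounds that reduce the energy-transfer binding signal between the protein and its labelled peptide by more than half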;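 further: 0% = Smad3 plus labelled peptide maximal FRET and 100% = peptide-only background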
Target sequence (P84022 whole entry, looked up): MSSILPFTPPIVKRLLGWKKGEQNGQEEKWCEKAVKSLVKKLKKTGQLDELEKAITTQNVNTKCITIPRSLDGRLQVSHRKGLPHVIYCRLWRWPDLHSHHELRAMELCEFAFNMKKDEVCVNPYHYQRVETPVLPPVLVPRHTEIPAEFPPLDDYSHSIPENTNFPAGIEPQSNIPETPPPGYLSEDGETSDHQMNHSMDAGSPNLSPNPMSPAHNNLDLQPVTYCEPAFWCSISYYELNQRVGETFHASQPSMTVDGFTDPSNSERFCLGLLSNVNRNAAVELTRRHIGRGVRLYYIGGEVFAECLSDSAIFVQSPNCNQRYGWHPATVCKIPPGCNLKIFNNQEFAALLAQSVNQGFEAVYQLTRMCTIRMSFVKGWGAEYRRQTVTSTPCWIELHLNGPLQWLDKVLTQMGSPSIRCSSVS
VCAM1 TNFa inh – reduces TNF alpha induced VCAM1 expression in HUVEC; HUVEC TNFa-induced VCAM-1 immunofluorescence, high-content imaging; inhibition, % at 2 µM; actives 0.48% (n = 95,000); AID 802;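 active means inhibition above the batch mean plus 3 SD, with images confirmed as a hit by eye, cut at about 37% in these data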;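 further: 0% = TNF-stimulated DMSO wells and 100% = unstimulated control wells; not every result past the cut was called active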
* hit, by the source's call; / = no result given; [ ] = remark or other dose.

SMILES	sEH act	Candida biofilm	ERb SRC1 inh	sEH inh	TNFa cytotox	F-actin modifier	IL1B cytotox	Smad3 inh	VCAM1 TNFa inh
Cc1ccc(C(=O)c2oc3nc(C)cc(C)c3c2N)cc1	15	8	-9	-15	2	10	-12	-11	3
CCN(CC)CCN1C(=O)C(=O)/C(=C(/O)c2c(C)[nH]c(C(=O)OC)c2C)C1c1cccnc1 (stereo unspecified)	2	9	1	-1	-21	11	-94	8	-23
O=C(c1ccccc1)c1cccn1CC(=O)N1CCCCCC1	-5	0	-3	6	10	14	11	7	1
CCOc1ccc(N(C(C)C(=O)NCc2ccco2)S(C)(=O)=O)cc1 (stereo unspecified)	-8	5	13[fluorescence artefact?]	6	-24	6	-62	10	14
N#Cc1c2n(c(=O)[nH]c1=O)CCCCC2	-10	6	1	6	/	/	-156	-7	/
COc1ccc(-c2nnn(CC(=O)N(CC(=O)NC3CCCC3)Cc3cccs3)n2)cc1OC	5	1	-4[fluorescence artefact?]	-6	-49	3	-21	11	1
O=C(O)COc1ccc2c3c(c(=O)oc2c1)CCC3	-18	6	13	16	11	/	5	-10	15
O=c1cc(N2CCN(c3ccc(F)cc3)CC2)[nH]c(=O)n1Cc1ccc(F)cc1	-14	11	8[fluorescence artefact?]	13	-10	5	10	-4	9
COc1ccccc1OCC(=O)NCc1cccs1	-14	9	-13	13	50	-7	9	-2	8
NC(=O)c1ccc(-c2ncc(-c3ccccc3)o2)cc1	6	/	/	-9	-34	14	-3	/	8
CCCCc1nc(SCC(=O)Nc2ncccn2)n[nH]1	-4	/	/	5	-6	14	-7	/	-10
COc1ccccc1C(c1nnnn1C(C)(C)C)N1CCN(Cc2ccncc2)CC1 (stereo unspecified)	16	9	24	-16	/	/	/	2	/
COc1ccc(S(=O)(=O)Cc2ccc(C(=O)NCc3cccs3)o2)cc1	-3	8	-10[fluorescence artefact?]	5	-24	11	-33	8[fluorescence artefact?]	18
O=C(CCNS(=O)(=O)c1cccc2nsnc12)N1CCN(c2ccccn2)CC1	6	-1	7	-5	8	2	47	-3	11
COc1ccc(OC)c(-n2c(-c3ccccc3)n[nH]c2=S)c1	0	1	-3	2	-10	-2	-7	-13	9
CCC(Nc1nc(-c2ccccc2)nc2ccccc12)C(=O)O (stereo unspecified)	-14	-2	-4	12	-2	17	-59	25	-16
CCCOc1ccc(N2C(=O)CC(N3CCCC(C(=O)N4CCCC4)C3)C2=O)cc1 (stereo unspecified)	6	9	-7	-1	-11	-7	-9	-7	18
CCOC(=O)C1(c2csc(N)n2)COC(=O)C1 (stereo unspecified)	-12	0	3	14	-32	12	-23	4	14
Nc1nc(CSc2nc3ccccc3[nH]2)cs1	7	7	11	-7	-30	21	-12	-2	2
O=C1C=C(O)CC(c2ccco2)C1 (stereo unspecified)	-2	5	9	-3	8	-8	-135	-1	-5
COc1cc2[nH]c(=O)n(Cc3ccc(C(=O)NC4CCCC4)cc3)c(=O)c2cc1OC	2	24*	-4	-5	-14	10	2	-2	0
O=C(CSCc1ccccc1Cl)NNC(=S)Nc1ccccc1	-5	/	/	7	-21	15	7	/	3
CNC(=O)CSc1nnc(-c2cccnc2)n1CCc1ccccc1	/	4	0	/	-44	15	-42	1	-13
O=C(Cn1nc(-c2ccccc2)nc1-c1ccccc1)N1CCOCC1	9	9	-9	-9	-5	-15	-33	-5	-2
COCCCN1C(=O)c2ccc(C(=O)O)cc2C1=O	11	-4	15	-12	2	0	3	6	6
CCOc1ccc(CC(C(N)=O)C(N)=O)cc1CN(C)C	/	3	-3	/	-11	-8	16	7	-3
CC(C)CCOc1cccc(OCC(=O)NC2CCS(=O)(=O)C2)c1 (stereo unspecified)	4	4	-9	-2	/	3	-4	5	/
Cc1ccc(N2C(=O)[C@@H]3[C@H](C2=O)C2c4ccccc4C=CN2[C@@H]3C(=O)c2ccco2)cc1 (stereo partly specified)	21	/	/	-22	31	-18	3	/	32
CCOc1ccccc1-n1c(SCC(=O)N2CCOCC2)nnc1-c1ccccn1	13	8	-3	-16	21	-21	18	-2	1
CCOC(=O)Nc1ccccc1C(=O)N1CCOCC1	/	9	4	/	-12	-14	4	-1	15
Cc1cc(C)nc(SCC(=O)NC2=NC(=O)C(C)S2)n1 (stereo unspecified)	9	5	3	-9	-2	-7	78*	6[fluorescence artefact?]	15
N#Cc1c(-c2ccccc2)nc2n(-c3ccccc3)nc(C(=O)Nc3ccccc3)n2c1=O	0	/	/	1	-7	-2	13	/	6
CCCCCn1c(Br)nc2c1c(=O)n(CC(N)=O)c(=O)n2C	-5	6	-25	3	-24	-11	-26	-6	3
O=C(c1ccco1)N1CCN(c2nc(C3CC3)nc3sc4c(c23)CCCC4)CC1	-5	6	2	6	1	/	6	-5	-1
O=C1C(C=NCc2cccnc2)=C(O)c2ccccc21	/	6	4[fluorescence artefact?]	/	3	-2	-15	-2	34
COC(=O)Cc1c(C)nc2nc(Cc3ccccc3)[nH]n2c1=O	2	6	-9	2	-13	21	2	10	2

Reprinted at random: five records from the list, in no set order.
SMILES	sEH act	Candida biofilm	ERb SRC1 inh	sEH inh	TNFa cytotox	F-actin modifier	IL1B cytotox	Smad3 inh	VCAM1 TNFa inh
Cc1cc(C)nc(SCC(=O)NC2=NC(=O)C(C)S2)n1 (stereo unspecified)	9	5	3	-9	-2	-7	78*	6[fluorescence artefact?]	15
O=C(c1ccco1)N1CCN(c2nc(C3CC3)nc3sc4c(c23)CCCC4)CC1	-5	6	2	6	1	/	6	-5	-1
CCCCCn1c(Br)nc2c1c(=O)n(CC(N)=O)c(=O)n2C	-5	6	-25	3	-24	-11	-26	-6	3
Cc1ccc(N2C(=O)[C@@H]3[C@H](C2=O)C2c4ccccc4C=CN2[C@@H]3C(=O)c2ccco2)cc1 (stereo partly specified)	21	/	/	-22	31	-18	3	/	32
CCOC(=O)Nc1ccccc1C(=O)N1CCOCC1	/	9	4	/	-12	-14	4	-1	15

Next section:
SMILES	sEH act	Candida biofilm	ERb SRC1 inh	sEH inh	TNFa cytotox	F-actin modifier	IL1B cytotox	Smad3 inh	VCAM1 TNFa inh
COc1cccc(C(=O)N(Cc2ccc3c(c2)OCO3)Cc2nc3ccccc3c(=O)[nH]2)c1	/	5	-2	/	-1	-7	4	-10	39
Cn1cnnc1SCC(=O)NCCC(c1ccccc1)c1ccccc1	-19	1	-2	19	-10	11	-18	-11	5
Cc1cc(C(=O)NCCCN2CC(C)CC(C)C2)n(-c2ccccc2)n1 (stereo unspecified)	2	2	-11	-5	32	-2	-3	1	-3
CCOC(=O)CCCc1c[nH]c2ccccc12	-7	4	0	6	-16	20	1	5	14
C=CCN=C(NC#N)SCC(=O)NC(C)(C)C	-2	3	-3[fluorescence artefact?]	2	-28	3	4	1	-1
Cn1c(COc2ccc(Cl)cc2)nc2ccccc2c1=O	1	9	16[fluorescence artefact?]	-4	-6	-14	-19	4	4
CN(CCCNC(=O)c1ccc(/C=N/O)nc1)CCCN(C)Cc1ccccc1	7	5	-9	-5	0	-17	4	11[fluorescence artefact?]	12
CCC(C)(C)NC(=O)CN(C(=O)CCC(=O)Nc1cc(C)ccn1)c1ccc2c(c1)OCO2	3	9	6	-6	-3	27	-7	9	4
O=C(Nc1ccccc1-c1ccccc1NC(=O)c1ccco1)c1ccco1	-10	4	-19	15	/	14	17	-1	11
CC(=O)N1CCN(CCN=CC2=C(O)CC(c3cccs3)CC2=O)CC1 (stereo unspecified)	-5	4	20[fluorescence artefact?]	4	-22	-2	-12	5	8
COC(=O)CNC(=O)CN1C(=O)N(c2ccccc2)C(N(O)C(=O)Nc2ccccc2)C1(C)C (stereo unspecified)	-2	8	-8	4	17	-2	-5	-8	1
NC1=NS(=O)(=O)NC1c1cccc(Cl)c1 (stereo unspecified)	-6	4	1	3	3	/	-18	-10	24

In the list so far, these have a tert-butyl group.
SMILES	sEH act	Candida biofilm	ERb SRC1 inh	sEH inh	TNFa cytotox	F-actin modifier	IL1B cytotox	Smad3 inh	VCAM1 TNFa inh
COc1ccccc1C(c1nnnn1C(C)(C)C)N1CCN(Cc2ccncc2)CC1 (stereo unspecified)	16	9	24	-16	/	/	/	2	/
C=CCN=C(NC#N)SCC(=O)NC(C)(C)C	-2	3	-3[fluorescence artefact?]	2	-28	3	4	1	-1

Further entries:
SMILES	sEH act	Candida biofilm	ERb SRC1 inh	sEH inh	TNFa cytotox	F-actin modifier	IL1B cytotox	Smad3 inh	VCAM1 TNFa inh
CN(c1cccc(NC(=O)Nc2cccc(Cl)c2)c1)S(C)(=O)=O	-56	8	8	56	0	11	8	12	-5
COCCSc1ccccc1C(=O)N1CCN(Cc2ccc3c(c2)OCO3)CC1	-12	4	-3[fluorescence artefact?]	15	-10	0	32	-3	-16
CCOC(=O)Nc1ccc(S(=O)(=O)Nn2cnnc2)cc1	2	0	16[fluorescence artefact?]	-5	-29	-5	21	-8[fluorescence artefact?]	12
Cc1cccc(Nc2nc(N)nc(CN3CCN(Cc4ccc5c(c4)OCO5)CC3)n2)c1	-5	10	-2	8	10	15	-20	-4	1
O=C(O)C1CCN(S(=O)(=O)c2ccc(Oc3ccccc3)cc2)CC1	10	10	-3	-13	-6	8	-25	16[fluorescence artefact?]	28
O=C(O)C1CCCN1S(=O)(=O)c1ccc2[nH]c(=O)c(=O)[nH]c2c1 (stereo unspecified)	9	12	-1	-9	-2	-1	-4	5	6
CC(/C=N/n1c(-c2cccnc2)n[nH]c1=S)=C\c1ccccc1	-4	/	/	4	-16	-2	7	/	-26
COc1cc(CNCc2cccs2)ccc1OCC(=O)NC(C)(C)C	2	/	/	1	3	-16	-12	/	-4
[O-][n+]1c2c(nn1-c1ccccc1Cl)-c1nonc1CC2	8	-3	-3	-4	5	-3	-25	3	2
COc1cccc(Nc2nc(-c3sc(NC(=O)c4ccccc4)nc3C)cs2)c1	-19	/	/	20	-2	-11	16	/	-5
C=COCCNC(=O)C1CC(=O)N(c2ccc(C)cc2)C1 (stereo unspecified)	1	4	2[fluorescence artefact?]	2	10	9	-60	-5	5
Cc1ccc(S(=O)(=O)N2CCC(C(=O)OCC(=O)N3CCc4ccccc43)CC2)cc1	4	10	8[fluorescence artefact?]	-7	-10	20	-20	4	2
O=C(NCc1cccs1)c1csc2ccccc12	-9	1	-8	8	/	/	-19	-2	/
O=C(CCCN1C(=O)c2ccccc2C1=O)Nc1ccc(S(=O)(=O)N2CCCCC2)cc1	-89	4	2[fluorescence artefact?]	89*	-34	20	-121	3	7
COc1cccc(OCc2nc3ccccc3[nH]2)c1	/	9	-2	/	7	-4	-11	9	-10
Cc1nnc(-c2cnn(C)c2N)n1Cc1ccc(Cl)cc1	2	-2	-7	-4	8	-6	4	8	5

Some of the compounds tested; rates above refer to the full screens.
